# Screening results (PubChem)
# EBI2 antag: EBI2 receptor antagonists, beta-arrestin recruitment, primary screen, cell-based, luminescence, 7a,25-OHC stimulation, uHTS; G-protein coupled receptor 183 (Homo sapiens), P32249; 7a,25-OHC stimulated; inhibition, % at 5 µM; 0.81% of 360,000 active; AID 651636, 2012; in the data active means inhibition above about 38%;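 further: enzyme fragment complementation signal reports receptor beta-arrestin coupling in cells; 0% = agonist plus DMSO wells and 100% = wells without agonist; some results beyond the cut were filed as inactive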
# Target sequence (P32249 whole entry, looked up, the tested form may be a part): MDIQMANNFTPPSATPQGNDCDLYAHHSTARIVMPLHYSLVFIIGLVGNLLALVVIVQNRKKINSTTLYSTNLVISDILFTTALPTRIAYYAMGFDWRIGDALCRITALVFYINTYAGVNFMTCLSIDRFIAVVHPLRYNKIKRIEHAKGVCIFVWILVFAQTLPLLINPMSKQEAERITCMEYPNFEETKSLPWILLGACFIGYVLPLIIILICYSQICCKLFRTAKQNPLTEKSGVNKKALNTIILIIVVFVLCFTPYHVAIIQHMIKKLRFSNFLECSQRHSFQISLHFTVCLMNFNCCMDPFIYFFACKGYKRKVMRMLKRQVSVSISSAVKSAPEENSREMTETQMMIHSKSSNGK
# Jurkat NFkB inh: inhibitors of induced NF-kB luciferase reporter, primary screen, TCR NF-kB activation inhibitor project, cell-based, luminescence, uHTS; 0.53% of 330,000 active; Jurkat, PMA/ionomycin-induced NF-kB luciferase reporter; inhibition, % at 4 µM
# SENP8 block: SENP8 protease inhibitors, primary screen, biochemical, luminescence. purified SENP8, Z-RLRGG-aminoluciferin cleavage. inhibition, % at 10 µM. 1.2% of 330,000 active
# UBC13 polyUb: UBC13 polyubiquitin chain formation inhibitors, primary screen, biochemical, TR-FRET, uHTS; 0.47% of 330,000 active; inhibition, % at 20 µM; Ubiquitin-conjugating enzyme E2 N (Homo sapiens), P61088; AID 485273, 2010; in the data active means inhibition above about 45%, passing the limit was not always enough
# Target sequence (P61088 whole entry, looked up): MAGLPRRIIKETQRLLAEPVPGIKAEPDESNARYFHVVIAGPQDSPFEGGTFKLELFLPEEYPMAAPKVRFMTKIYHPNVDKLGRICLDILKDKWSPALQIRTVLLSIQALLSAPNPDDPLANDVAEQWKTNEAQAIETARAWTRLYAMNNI
# Apaf-1 inh: inhibitors of human Apaf-1 apoptosome, primary screen, biochemical, DEVD-Rh110 fluorescence, uHTS | reconstituted apoptosome caspase-3 activity | inhibition, % at 20 µM | 0.71% of 330,000 active | AID 489030, 2010; active means inhibition of at least 40% at 20 µM;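 further: plate controls were DMSO wells for no effect and DEVD-CHO caspase inhibitor wells for full effect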
#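 System: reconstituted apoptosome with Apaf-1, cytochrome c, caspase-9, procaspase-3, dATP; Signal: Rh110 fluorescence intensity; Schedule: 30 min compound preincubation, 50 min activation, room temperature; Reagent: cytochrome c trigger plus (Z-DEVD)2-Rh110 caspase-3 substrate.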
# 697 NFkB inh: inhibitors of PMA/ionomycin-induced NF-kB reporter, 697 cells, primary screen, B-cell NF-kB inhibitor project, cell-based, luminescence, uHTS | 697 B-cell NF-kB luciferase reporter, 16 h | inhibition, % at 4 µM | 0.33% of 330,000 active | AID 435022, 2010; in the data active means inhibition above about 35%
# CCR6 antag: CCR6 receptor antagonists, primary screen, cell-based, CHO-K1, luminescence, beta-arrestin, uHTS | inhibition, % at 20 µM | C-C chemokine receptor type 6 (Homo sapiens), P51684 | 0.49% of 340,000 active | CHO-K1 CCR6 PathHunter beta-arrestin, CCL20-stimulated;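 active means compounds whose inhibition of the agonist-driven luminescence signal at 20 µM reaches about 50%, limit read from the data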;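 further: cells stimulated with CCL20 at 14 nM final; plate controls were DMSO with CCL20 for no effect and DMSO without agonist for full effect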
# Target sequence (P51684 whole entry, looked up): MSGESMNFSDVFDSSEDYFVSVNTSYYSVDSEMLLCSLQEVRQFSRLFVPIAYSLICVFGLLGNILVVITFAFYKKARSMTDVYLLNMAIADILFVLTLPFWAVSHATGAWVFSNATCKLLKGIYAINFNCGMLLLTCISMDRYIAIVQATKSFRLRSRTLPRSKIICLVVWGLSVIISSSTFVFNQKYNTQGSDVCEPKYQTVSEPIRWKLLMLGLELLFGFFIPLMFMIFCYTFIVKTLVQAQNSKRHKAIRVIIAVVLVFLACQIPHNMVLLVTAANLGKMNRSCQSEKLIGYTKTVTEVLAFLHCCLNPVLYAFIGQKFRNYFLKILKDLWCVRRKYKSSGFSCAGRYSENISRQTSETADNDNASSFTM
# Gli-Sufu block: Gli-Sufu pathway antagonists, primary screen, luciferase luminescence, Sufu-KO-LIGHT cells, uHTS; Sufu-KO-LIGHT fibroblasts, Gli luciferase reporter luminescence; inhibition, % at 5 µM; 0.74% of 340,000 active; AID 588413, 2011;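 active means inhibition above about 55%, limit read from the data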;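 further: 0% = DMSO-treated cells and 100% = wells with medium but no cells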
# Numbers without * were called inactive. Unless noted, no stated cut-off is given here; in the data, active means inhibition above about 50%; inactive means the rest. Not all compounds are listed (hit frequency here may not be typical).
entry	Molecule	EBI2 antag	Jurkat NFkB inh	SENP8 block	UBC13 polyUb
1	CC(=O)NC1C(=O)N=C(SCC(=O)NC(C)c2ccccc2)NC1=O (centres undefined)	-3	3	6	3
2	CC(C(=O)NC1C(=O)N2C(C(=O)O)=C(CSc3nnnn3C)CSC12)n1cc(Br)cn1 (centres undefined)	-13	-8	1	-8
3	C=CCOc1ccccc1CNCCCN1CCOCC1	1	-24	-8	-12
4	Cc1cc(N2CC34C=CC(O3)C(C(=O)O)C4C2=O)no1 (centres undefined)	4	-1	-4	6
5	Cc1cc2cc(C)c(NCCNC(=O)c3ccccc3)nc2cc1C	1	14	-2	20
6	COc1cccc(CNC(=O)Cn2c(=O)c3cccn3c3ccccc32)c1	-6	2	-2	14
7	N/C(=N\OC(=O)/C=C/c1ccccc1)c1ccncc1	-2	-35	-6	2
8	CC(C)Oc1ccc(C(CC(=O)O)c2ccc(F)cc2)cc1 (centres undefined)	-3	0	4	12
9	CCCNC(=O)COc1coc(CN2CCN(c3ccccc3)CC2)cc1=O	-12	1	-4	2
10	CCCN(CCC)C(=O)c1ccc2c(c1)OCO2	-4	-19	-6	-10
11	CCNc1nc(SCC(=O)Nc2ccccc2)nc(N2CCOCC2)n1	-3	3	4	0
12	c1ccc([C@H]2CC3C[C@@H](c4ccccc4)N2O3)cc1	4	-2	1	5

entry	Apaf-1 inh	697 NFkB inh	CCR6 antag	Gli-Sufu block
1	-27	12	10	4
2	-4	-20	-3	-7
3	2	-10	1	3
4	2	2	-12	-21
5	-1	-6	-2	15
6	2	9	9	8
7	-14	-51	-3	-16
8	-20	-13	9	6
9	-12	-12	-1	9
10	10	-24	-2	1
11	-12	-4	3	4
12	-17	-4	7	0

# (more compounds)
entry	Molecule	EBI2 antag	Jurkat NFkB inh	SENP8 block	UBC13 polyUb
13	Cn1c(=O)c2c(nc(SCCN3CCCCC3)n2C)n(C)c1=O	-8	2	2	4
14	Cc1ccc(CSc2ccc(S(=O)(=O)N3CCOCC3)cn2)cc1	-1	-4	-1	-6
15	Cc1ccc(C(=O)/C=C/Nc2ccccc2C(N)=O)cc1	-2	-71	86*	-10
16	Cc1ccc(S(=O)(=O)N2CCOC23CCN(C(=O)C(=O)NCCC(C)C)CC3)cc1	-8	10	-5	0
17	Cc1coc2cc3oc(=O)c4c(c3cc12)CCCC4	-36	3	-2	10
18	CCN1CCN(Cc2nc(N)nc(Nc3ccc(C)c(C)c3)n2)CC1	-3	2	0	4
19	COc1ccc([N+](=O)[O-])cc1NCc1cccc([N+](=O)[O-])c1	9	0	1	-6
20	CC(C)=CCc1cc([C@@H]2CC(=O)c3ccc(O)c(CC=C(C)C)c3O2)ccc1O	17	6	0	4
21	CCN(CC(=O)Nc1c(F)cccc1F)C(=O)Cc1c[nH]c2ccccc12	1	-12	-6	-8
22	COCCN(C(=O)CCC(=O)Nc1ccccn1)C(C(=O)NCCC(C)C)c1ccc(F)cc1 (centres undefined)	-13	-6	-10	-5
23	COC(=O)Nc1ccc(S(=O)(=O)N2CCC(C)CC2)cc1	8	11	1	8
24	CCN(CC)CC(=O)Nc1scc2c1c(=O)oc1ccccc12	8	-66	1	8

entry	Apaf-1 inh	697 NFkB inh	CCR6 antag	Gli-Sufu block
13	-3	12	7	-11
14	6	15	8	6
15	10	-189	-2	-89
16	8	6	-5	-3
17	-5	7	3	0
18	5	13	-10	7
19	13	-8	26	2
20	-12	7	4	1
21	8	12	1	1
22	1	0	1	25
23	-23	11	9	3
24	-6	-52	-16	-24

# The listing continues.
entry	Molecule	EBI2 antag	Jurkat NFkB inh	SENP8 block	UBC13 polyUb
25	COc1ccc(S(=O)(=O)Nc2cccc(N(C)S(C)(=O)=O)c2)cc1Br	5	10	-6	5
26	O=C(NC(=S)Nc1ccccc1CO)C1CCCCC1	-1	-18	-8	-11
27	CCOc1cc(-c2noc(CCC(=O)N3CCOCC3)n2)ccc1OC	-3	-3	2	8
28	COc1cc(NC(=O)c2ccc(-c3cccc(F)c3)o2)ccc1NC(=O)c1ccccc1Cl	0	15	2	1
29	CC1(C)CC(=O)CC(=Nc2ccc(C(=O)O)cc2)C1	-13	-2	5	-7
30	CN(c1ccc(C(=O)NCC2CCCO2)cc1)S(=O)(=O)c1ccccc1 (centres undefined)	-5	4	-1	-6
31	Cc1cccc(N2CCN(Cc3c(C)n(C)n(-c4ccccc4)c3=O)CC2)c1C	1	11	-8	6
32	O=C(COC(=O)CCc1ccc(S(=O)(=O)N2CCOCC2)cc1)NCc1ccc(Cl)cc1	-1	3	0	-1
33	COc1ccc(Nc2nc(C)c3ccccc3n2)cc1	4	-63	13	10
34	Cc1c(C(=O)NCC(C)(C)N2CCOCC2)oc2ccccc12	6	-1	-2	7
35	C=CCOn1c(-n2nc(C)cc2C)nc2ccccc2c1=O	3	5	-10	-1
36	Nc1nc(Sc2ccc(C(F)(F)F)cc2[N+](=O)[O-])n[nH]1	-7	-12	-8	-9

entry	Apaf-1 inh	697 NFkB inh	CCR6 antag	Gli-Sufu block
25	-4	6	-8	15
26	5	-15	19	-2
27	-1	17	1	1
28	11	10	7	14
29	9	16	5	11
30	6	-3	-12	-76
31	3	13	12	0
32	2	18	7	0
33	-1	-85	-7	-48
34	-7	16	-1	0
35	5	-2	-1	-4
36	11	-9	8	-15

# 3 entries drawn at random from the list so far:
entry	Molecule	EBI2 antag	Jurkat NFkB inh	SENP8 block	UBC13 polyUb
9	CCCNC(=O)COc1coc(CN2CCN(c3ccccc3)CC2)cc1=O	-12	1	-4	2
36	Nc1nc(Sc2ccc(C(F)(F)F)cc2[N+](=O)[O-])n[nH]1	-7	-12	-8	-9
29	CC1(C)CC(=O)CC(=Nc2ccc(C(=O)O)cc2)C1	-13	-2	5	-7

entry	Apaf-1 inh	697 NFkB inh	CCR6 antag	Gli-Sufu block
9	-12	-12	-1	9
36	11	-9	8	-15
29	9	16	5	11

# (further entries)
entry	Molecule	EBI2 antag	Jurkat NFkB inh	SENP8 block	UBC13 polyUb
37	O=C(NCc1cccs1)c1ccc(N2CCCCC2)nc1	-3	-63	-20	-4
38	COC(=O)CN1C(=O)CSc2ncccc21	-5	6	7	-5
39	COc1cccc(CN2CCNC(=O)C2CC(=O)NCc2cc(C(C)C)no2)c1 (centres undefined)	3	9	-2	2
40	Cc1ccc(NC(=S)Nc2ccccn2)cc1C	6	-69	1	7
41	Cc1cc(C)nc(SCC(=O)c2ccc(O)c(O)c2)n1	-13	-26	-2	8
42	O=[N+]([O-])c1cc(C(F)(F)F)ccc1NCCc1ccncc1	12	-4	5	-6
43	O=C(O)CCc1ccc(-c2ccccc2)n1-c1ccc(C(=O)O)cc1	2	-1	-3	7
44	O=C(NCC(c1ccco1)N1CCCCC1)c1cccc(NS(=O)(=O)c2ccc(Br)cc2)c1 (centres undefined)	6	-3	4	-1
45	O=C(O)C1CCCCC1C(=O)NCc1ccccn1 (centres undefined)	-1	6	-5	-5
46	Cc1cccc(N2CCN(C(=O)c3ccc4nc[nH]c4c3)CC2)c1C	-64	3	-6	0
47	Cc1ccccc1NS(=O)(=O)c1ccc(OCCNS(C)(=O)=O)cc1	-7	7	1	-6
48	O=C(NCc1cccnc1)c1cc(S(=O)(=O)N2CCCC2)c(Cl)cc1Cl	6	3	5	5

entry	Apaf-1 inh	697 NFkB inh	CCR6 antag	Gli-Sufu block
37	-9	-56	-13	-28
38	-11	26	-15	-21
39	8	9	13	-4
40	6	-77	-1	-78
41	2	-9	8	-2
42	13	2	10	-3
43	-5	-2	5	-5
44	13	15	-2	16
45	15	2	8	-4
46	-2	-2	-4	7
47	-7	2	12	-8
48	-11	9	4	-26

# Continuation.
entry	Molecule	EBI2 antag	Jurkat NFkB inh	SENP8 block	UBC13 polyUb
49	Cc1ccc(S(=O)(=O)NNC(=O)C2CC=CCC2C(=O)O)cc1 (centres undefined)	-13	4	-3	1
50	CCC(=O)OCC(=O)Nc1cc(S(=O)(=O)N(C)C)ccc1Cl	-2	-8	-6	-14
51	O=C(Cc1ccccc1)NNC(=O)Nc1ccccc1	1	1	-5	-2
52	Cc1ccsc1/C=N/NC(=O)c1nnn(-c2nonc2N)c1-c1ccccc1	1	2	-1	-4
53	O=C(N/N=C/c1ccc(OC(=O)c2ccccc2Cl)cc1)c1ccc(O)cc1	-41	0	2	-4
54	NC(=O)c1ccc(NCc2ccco2)c([N+](=O)[O-])c1	-1	-21	-12	-28
55	CC(C)c1ccc(NCCC(=O)c2ccc(Br)cc2)cc1	4	-11	-9	-7
56	CCN(CC)CCCN1C(=O)C(=O)/C(=C(/O)c2ccc(OC)cc2)C1c1ccco1 (centres undefined)	5	-29	0	9
57	O=C(Nc1ncc(S(=O)(=O)c2ccc([N+](=O)[O-])cc2)s1)c1cccnc1	-9	-11	-16	-12
58	Cc1cccc(NC(=S)NNC(=O)c2ccc(Br)o2)c1	-13	-23	11	-14
59	Cc1ccc(NC(=O)CN2CCc3cc4c(cc3C2)OCCCO4)cc1	-18	2	10	4
60	O=C(O)c1ccc(C2CCCCC2)cn1	-5	0	3	-15

entry	Apaf-1 inh	697 NFkB inh	CCR6 antag	Gli-Sufu block
49	-1	7	3	6
50	0	-9	5	16
51	0	9	-4	5
52	10	28	-1	-17
53	20	-5	9	-8
54	-3	-12	10	0
55	0	-1	2	-12
56	-15	-1	7	8
57	-8	-4	13	5
58	-6	-38	18	1
59	7	5	11	-1
60	2	4	-1	-2

# Among those listed so far, 3 have an NH in an aromatic ring:
entry	Molecule	EBI2 antag	Jurkat NFkB inh	SENP8 block	UBC13 polyUb
21	CCN(CC(=O)Nc1c(F)cccc1F)C(=O)Cc1c[nH]c2ccccc12	1	-12	-6	-8
36	Nc1nc(Sc2ccc(C(F)(F)F)cc2[N+](=O)[O-])n[nH]1	-7	-12	-8	-9
46	Cc1cccc(N2CCN(C(=O)c3ccc4nc[nH]c4c3)CC2)c1C	-64	3	-6	0

entry	Apaf-1 inh	697 NFkB inh	CCR6 antag	Gli-Sufu block
21	8	12	1	1
36	11	-9	8	-15
46	-2	-2	-4	7

# Going on with the list.
entry	Molecule	EBI2 antag	Jurkat NFkB inh	SENP8 block	UBC13 polyUb
61	CCC(C)NC(=O)CSc1ccc(NC(C)=O)cc1 (centres undefined)	-6	4	1	1
62	Cc1noc(C(=O)NCc2ccccc2)c1Cl	-8	0	9	0
63	Cc1c2cnn(CC(=O)NCCN3CCOCC3)c(=O)c2c(C)n1Cc1ccc(F)cc1	-5	16	9	4
64	CCCCNC(=O)CN1C(=O)NC(CCc2ccccc2)C1=O (centres undefined)	-7	1	-3	-12

entry	Apaf-1 inh	697 NFkB inh	CCR6 antag	Gli-Sufu block
61	10	24	-8	-9
62	-6	14	14	30
63	-8	1	2	8
64	7	3	-14	-2
